From PubChem
PLAP inhibition: PLAP enzyme inhibitors, biochemical, luminescence, HTS (AID 690); actives 0.08% (n = 96,000); Alkaline phosphatase, placental type (Homo sapiens); purified PLAP, luminescent substrate; higher % means a stronger effect; one-dose inhibition, % at 20 µM; IC50 in µM for titrated hits; in the data active = a potency from the dose series; inactive = the rest, 99 in 100 with inhibition below about 30%; note: strong numbers were not always called active
Bcl-B TR3 displacers: displacers of TR3 peptide from Bcl-B, primary screen, selectivity assay for Bfl-1 inhibitor project, biochemical, fluorescence polarization. FP displacement of FITC-TR3 peptide from Bcl-B; higher % means a stronger effect. one-dose displacement, % at 20 µM; IC50 in µM for titrated hits. actives 0.11% (n = 96,000);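 active = displacement above 50% at 20 µM plus a fluorescence interference ratio under 1.5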;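 note: plate controls were wells without compound for no effect and wells lacking Bcl-B protein for full effect; a part of the inactive calls stands beside numbers as strong as those of hits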
IL1B NFkB pot: enhancers of NFkB p65 translocation in HUVEC – imaging, IL-1B stimulus, high-content imaging, primary screen. activation, % at 2 µM. actives 0.3% (n = 94,000). HUVEC IL-1B NFkB p65 nuclear translocation imaging. AID 819, 2007;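 active = activation above 40%, about the mean plus 3 SD, also judged a hit on visual image review; inconclusive = activation above 40% but not a hit on visual review; inactive = activation not above 40% and no visual hit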;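 note: percent activation is computed from the nuclear over cytoplasmic p65 intensity ratio; values of inactives mirror those of a sister screen read the other way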
NFkB transloc inh: inhibitors of IL-1B driven NFkB p65 nuclear import, primary screen, imaging, HUVEC, IL-1B stimulus, high-content imaging. HUVEC IL-1B NFkB p65 nuclear translocation imaging. inhibition, % at 2 µM. actives 0.43% (n = 94,000). AID 796, 2007;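 active = inhibition above about 30% together with a positive call from visual inspection of the well image, limit read from the data; inconclusive = inhibition above a set limit but visual check negative; inactive = inhibition not above a set limit, visual check negative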;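 note: nuclear over cytoplasmic p65 intensity ratio measured by imaging; 0% = IL-1B stimulated DMSO wells and 100% = unstimulated DMSO wells; values of inactives mirror those of a sister screen read the other way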
MRP reversal: reversal of MRP1-mediated doxorubicin resistance, primary screen, H69AR cells, doxorubicin co-treatment. H69AR cells + 2 uM doxorubicin, CellTiter-Glo, 72 h. differential viability (reversal), % at 10 µM. actives 0.04% (n = 85,000). AID 602, 2007;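 active = viability drop by adding the cancer drug above about 55%, with treated viability meeting a 40% cutoff, limit read from the data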;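 note: viability without doxorubicin minus viability with 2 µM doxorubicin for each compound; larger differential means the compound sensitizes cells more to doxorubicin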
MRP reversal cytotoxicity: second read-out of MRP reversal, no call of its own (marks repeat the call); viability, %; H69AR cells, CellTiter-Glo, 72 h; measured here: cytotoxicity without doxorubicin
MRP reversal with doxorubicin: further read-out of MRP reversal, marked with its call; viability, %; measured here: viability with 2 uM doxorubicin; stronger effect = lower value
NFkB transloc inh cell count 2 µM: also measured in NFkB transloc inh; calls as there; cell count; measured here: cells passing quality filter;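 raw number of nuclei counted in each imaged well without normalization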
IL1B NFkB pot cell count 2 µM: recorded beside IL1B NFkB pot, whose call it bears; cell count; measured here: cells passing quality filter
* marks the source's active call; other numbers are inactive results; ? = inconclusive; . = not tested or not shown.

SMILES	PLAP inhibition	Bcl-B TR3 displacers	IL1B NFkB pot	IL1B NFkB pot cell count 2 µM	NFkB transloc inh	NFkB transloc inh cell count 2 µM	MRP reversal	MRP reversal cytotoxicity	MRP reversal with doxorubicin
O=C(CSc1nncs1)Nc1ccc2c(c1)OCCO2	-2%	7%	13	180	-13	180	.	.	.
O=C(Nc1ccccc1)NC1CCCCC1	17%	5%	15	171	-15	171	-1	86	86
O=C(Cn1[nH]c(=O)c2ccccc2c1=O)NC1CCCCCC1	26%	0%	11	167	-11	167	14	102	89
COc1cc(-c2csc(N3CCOCC3)n2)cc(OC)c1OC	-77%	-2%	-3	121	3	121	-2	70	72
CCOc1nc(-c2ccncc2)nc2ccccc12	.	.	4	127	-4	127	17	90	73
Cc1ccc(SCC(=O)N(Cc2nc(-c3ccccc3)no2)C(C)C)cc1	-23%	-7%	16	154	-16	154	-3	94	97
CCOc1ccc(NC(=O)CSCC(=O)O)cc1	-1%	-13%	-23	42	22	42	15	99	84
O=C(Nc1ccc(F)cc1F)c1sccc1SCc1cccc(C(F)(F)F)c1	49%	3%	-5	198	5	198	.	.	.
C=CCn1c(SCc2ccc(F)cc2)nc2c1c(=O)[nH]c(=O)n2C	-10%	2%	9	51	-9	51	4	85	80
COc1cccc(-c2cc(C(=O)Nc3ccc(OC)c(OC)c3)no2)c1	14%	-3%	21	198	-21	198	1	89	88
CC1(C)CN=C(NC2CCCCC2)S1	16%	6%	.	.	.	.	-2	97	98
CN(C(=O)c1ccncc1)c1nnc(-c2cnccn2)s1	11%	-6%	14	74	-14	74	-12	98	111
CCOc1ccc(Nc2nc(Cc3nnc(SCC(=O)NC4CCCC4)n3C)cs2)cc1	-56%	3%	9	170	-9	170	.	.	.
Cc1cccc(NC(=O)c2ccccc2NC(=O)C2CCCCC2)c1C	.	3%	-2	170	2	170	.	.	.
CCn1c(Cc2ccc(OC)cc2)nnc1SCC(=O)Nc1cccc(C(=O)OC)c1	.	.	6	98	-6	98	14	95	81
COc1cc(C(=O)Nc2ccc(O)cc2)ccc1OC(C)=O	-1%	-3%	2	90	-2	90	-8	82	90
COc1cc([N+](=O)[O-])ccc1NC(=O)C[n+]1cccc(C)c1	14%	-5%	.	.	.	.	.	.	.
CCOC(=O)C1C2C=CC3(CN(c4cccc(Cl)c4)C(=O)C13)O2 (stereo not given)	4%	13%	-1	76	1	76	-7	81	88
Cc1cc(=O)oc2ccc(OCC(=O)N(Cc3ccc(F)cc3)Cc3ccco3)cc12	-54%	-8%	7	122	-7	122	-4	51	55
CCOc1ccc(N2CC(=O)SC2=S)cc1	-14%	-5%	32	147	-32	147	19	103	84
CCOC(=O)N1CCN(c2ccc(S(=O)(=O)N(Cc3ccccc3)Cc3ccccc3)cn2)CC1	-35%	-1%	9	175	-9	175	27	74	47
CN(C)c1nc(C#N)nc(N2CCOCC2)n1	-10%	2%	-12	172	12	172	12	100	88
Cc1cccc(N2C(=O)CS/C2=N\NC(=O)c2ccc(Cl)cc2)c1C	.	.	4	138	-4	138	-5	93	98
COc1ccc(-c2cn3cc(C)ccc3n2)cc1OC	0%	1%	-3	121	3	121	12	39	26
Cc1cccc(C(=O)Oc2ccccc2C2C[C@]3(C)CC(=O)NC3N2C(=O)c2cccc(C)c2)c1 (stereo not given in full)	-65%	6%	9	163	-9	163	19	90	71
COc1cccc(CC(NC(C)=O)C(=O)NC2CCN(S(=O)(=O)c3ccc4ccccc4c3)CC2)c1 (stereo not given)	-26%	-2%	10	163	-10	163	2	105	103
Cn1c(=O)oc2cc(S(=O)(=O)NC(Cc3ccccc3)C(=O)N3CCCCC3)ccc21 (stereo not given)	-23%	-3%	3	167	-3	167	22	93	71
O=C(Nc1nccs1)c1c(O)c2cccc3c2n(c1=O)CCC3	-18%	-8%	9	126	-9	126	-1	4	5
CCOCCCNC(=O)c1ccc(CS(=O)(=O)Cc2cccc(C)c2)o1	4%	-5%	15	128	-15	128	1	93	92
CCOC(=O)c1sc(NC(=O)c2ccc(Cl)s2)cc1C	12%	-2%	-2	174	2	174	-3	97	101
CCOC(=O)c1cnc(SC2CC(=O)N(c3ccc(C)cc3)C2=O)nc1N (stereo not given)	12%	-7%	-4	156	4	156	10	98	89
CCCCc1cc(=O)oc2cc(C)cc(OC(C)C(=O)O)c12 (stereo not given)	-24%	1%	18	173	-18	173	6	99	93
COc1ccc(/C=N\NC(=O)C2C(=O)NCC2c2ccccc2)cc1O (stereo not given)	-30%	-18%	-9	155	9	155	.	.	.
N#Cc1nc(-c2ccc(OCc3ccccc3)cc2)oc1N1CCC(C(N)=O)CC1	-9%	2%	-6	89	6	89	-1	37	38
O=C(c1ccc(Br)cc1)N1CCN(S(=O)(=O)c2ccccc2)CC1	-48%	-1%	?	.	-55	59	-5	84	90
COc1ccc(-c2nnc(SCc3ccccc3F)o2)cc1	25%	-7%	0	89	0	89	-4	90	94
CCCn1cc(SCC(=O)NCC2CCCO2)c2ccccc21 (stereo not given)	-1%	-3%	6	49	-6	49	12	94	82
CCOc1ccccc1OCC(=O)Nc1ccc(S(=O)(=O)Nc2nc(C)cc(C)n2)cc1	-57%	4%	4	150	-4	150	4	94	90
O=C(NCN1C(=O)C2C3C=CC(C3)C2C1=O)Nc1nccs1 (stereo not given)	.	.	-13	130	13	130	.	.	.
O=C(c1csc2ccccc12)N1CCN(c2ccccn2)CC1	10%	-18%	24	127	-24	127	6	96	90
CC(C)CC(NC(=O)C1CCC(C)CC1)C(=O)NCc1cccnc1 (stereo not given)	-2%	-6%	-15	149	15	149	.	.	.
COc1ccc(CSc2nnc(N)s2)cc1F	17%	-3%	11	144	-11	144	-5	106	111
Cc1nn(Cc2ccccc2)c(N)c1-c1ccccc1	16%	7%	-1	188	1	188	17	101	84
Cn1nc(C(F)(F)F)c(/C=N/OC(=O)c2ccccc2)c1Cl	21%	-2%	1	100	-1	100	.	.	.
CC(C)c1ccc(C2C3=C(CC(C)(C)CC3=O)NC3=C2C(=O)c2ccccc23)cc1 (stereo not given)	3%	-4%	13	124	-13	124	.	.	.

Exported with values under each structure: part of the list above.
Below each compound: PLAP inhibition, Bcl-B TR3 displacers, IL1B NFkB pot, IL1B NFkB pot cell count 2 µM, NFkB transloc inh, NFkB transloc inh cell count 2 µM, MRP reversal, MRP reversal cytotoxicity, MRP reversal with doxorubicin
COc1ccc(/C=N\NC(=O)C2C(=O)NCC2c2ccccc2)cc1O (stereo not given)
    -30%, -18%, -9, 155, 9, 155, ., ., .
N#Cc1nc(-c2ccc(OCc3ccccc3)cc2)oc1N1CCC(C(N)=O)CC1
    -9%, 2%, -6, 89, 6, 89, -1, 37, 38
O=C(c1ccc(Br)cc1)N1CCN(S(=O)(=O)c2ccccc2)CC1
    -48%, -1%, ?, ., -55, 59, -5, 84, 90
COc1ccc(-c2nnc(SCc3ccccc3F)o2)cc1
    25%, -7%, 0, 89, 0, 89, -4, 90, 94
CCCn1cc(SCC(=O)NCC2CCCO2)c2ccccc21 (stereo not given)
    -1%, -3%, 6, 49, -6, 49, 12, 94, 82
CCOc1ccccc1OCC(=O)Nc1ccc(S(=O)(=O)Nc2nc(C)cc(C)n2)cc1
    -57%, 4%, 4, 150, -4, 150, 4, 94, 90
O=C(NCN1C(=O)C2C3C=CC(C3)C2C1=O)Nc1nccs1 (stereo not given)
    ., ., -13, 130, 13, 130, ., ., .
O=C(c1csc2ccccc12)N1CCN(c2ccccn2)CC1
    10%, -18%, 24, 127, -24, 127, 6, 96, 90
CC(C)CC(NC(=O)C1CCC(C)CC1)C(=O)NCc1cccnc1 (stereo not given)
    -2%, -6%, -15, 149, 15, 149, ., ., .
COc1ccc(CSc2nnc(N)s2)cc1F
    17%, -3%, 11, 144, -11, 144, -5, 106, 111
Cc1nn(Cc2ccccc2)c(N)c1-c1ccccc1
    16%, 7%, -1, 188, 1, 188, 17, 101, 84
Cn1nc(C(F)(F)F)c(/C=N/OC(=O)c2ccccc2)c1Cl
    21%, -2%, 1, 100, -1, 100, ., ., .
CC(C)c1ccc(C2C3=C(CC(C)(C)CC3=O)NC3=C2C(=O)c2ccccc23)cc1 (stereo not given)
    3%, -4%, 13, 124, -13, 124, ., ., .

(more compounds)
SMILES	PLAP inhibition	Bcl-B TR3 displacers	IL1B NFkB pot	IL1B NFkB pot cell count 2 µM	NFkB transloc inh	NFkB transloc inh cell count 2 µM	MRP reversal	MRP reversal cytotoxicity	MRP reversal with doxorubicin
COCCCNC(=O)c1ccc(Cn2c(=O)c3ccccc3n(Cc3ccccc3C#N)c2=O)cc1	-44%	-14%	.	.	.	.	-54	18	72
Cn1c(=O)n(C)c2cc([N+](=O)[O-])c(N3CCN(C(=O)c4ccccc4Cl)CC3)cc21	-6%	12%	-4	152	4	152	.	.	.
CCOC(=O)C(CC)Sc1nc(-c2ccc(OC)cc2)nc2c1c(=O)n(C)c(=O)n2C (stereo not given)	.	.	21	86	-21	86	16	89	73
CCN(CC)S(=O)(=O)c1ccc2c(c1)C(=NO)c1cc(S(=O)(=O)N(CC)CC)ccc1-2	.	.	9	146	-9	146	-5	3	8
Cc1nn(-c2c(Cl)cc(Cl)cc2Cl)c(=O)c2ccccc12	9%	11%	.	.	.	.	-21	65	86
CCOC(=O)C1=NN(c2ccccc2)C2(S1)SC(C(C)=O)=C(C)N2c1ccccc1 (stereo not given)	20%	6%	-3	159	4	159	0	96	96
O=C(Cc1sc(-c2ccccc2)nc1-c1ccccc1)Nc1ccccc1	-11%	2%	9	55	-4	166	1	64	63
Cc1ccc(C)c(N(CC(=O)NC2CCCC2)C(=O)CCCC(=O)Nc2ccccn2)c1	-78%	12%	.	.	.	.	38	106	69
CCOC(=O)c1c(NC(=O)/C=C/c2ccc3c(c2)OCO3)sc(C)c1CC	14%	-14%	-13	124	13	124	.	.	.
COc1cc(C2NC(=O)N(C)C3=C2C(=O)CCC3)cc(OC)c1OC (stereo not given)	-10%	2%	17	125	-17	125	19	102	82
COc1ccc(S(=O)(=O)Cc2ccc(C(=O)N3CCN(c4ccccc4F)CC3)o2)cc1	-47%	0%	.	.	.	.	11	95	84
CCN(CC)C(=O)CSc1nnc(CNc2ccc(F)cc2)o1	0%	6%	9	147	-9	147	2	87	85
O=S1(=O)NC(=NCc2ccco2)c2ccccc21	3%	3%	9	178	-9	178	-3	89	92
COc1ccc(-c2nsc3c(N4CCN(C(=O)c5ccco5)CC4)ncnc23)cc1	7%	-12%	5	155	-5	155	-10	63	73
CCOC(=O)N1CCN(C(=O)c2ccc(Cl)c(S(=O)(=O)N3CCOCC3)c2)CC1	-13%	-10%	-14	89	14	89	.	.	.
COc1ccc(S(=O)(=O)NCc2csc(-c3cccnc3)n2)cc1	10%	-2%	23	175	-23	175	12	95	83
CCN(CC(=O)Nc1cccc(OC)c1)C(=O)c1ccc(C)s1	-17%	4%	3	135	-3	135	.	.	.
O=C(Nc1ccccc1F)C1CCN(C(=O)Cc2ccccc2)CC1	-21%	-9%	.	.	.	.	2	91	89
Nc1nnc(SCC(=O)N2CCN(c3ccccc3)CC2)n1-c1ccccc1	15%	-4%	6	121	-6	121	16	104	88
O=C(CNC(=O)/C(=C\c1ccccc1)NC(=O)c1ccc(Br)cc1)OCc1ccccc1	-14%	1%	6	166	-6	166	.	.	.

These rows are one share of the data. The share of hits here may be higher or lower than overall.
